# From PubChem
# p97 inhibitor = inhibitors of human p97 ATPase, primary screen, biochemical. recombinant p97 ATPase, Kinase-Glo ATP luminescence, 3 h. inhibition, % at 8 µM. hit rate 0.42% among 220,000. AID 1481, 2009; in the data active means inhibition above about 15%;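 further: 0% = DMSO vehicle and 100% = wells lacking enzyme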
# EBV gp42 block = Epstein-Barr virus gp42 inhibitors, primary screen, biochemical, uHTS, fluorescence polarization; hit rate 0.42% among 220,000; inhibition, % (tested at 21.74 µM); Fluorescence polarization binding assay, mP read-out; Glycoprotein 42 (Epstein-Barr virus (strain AG876)), Q1HVG2; in the data active means inhibition above about 50%
# Target sequence (Q1HVG2 whole entry, looked up): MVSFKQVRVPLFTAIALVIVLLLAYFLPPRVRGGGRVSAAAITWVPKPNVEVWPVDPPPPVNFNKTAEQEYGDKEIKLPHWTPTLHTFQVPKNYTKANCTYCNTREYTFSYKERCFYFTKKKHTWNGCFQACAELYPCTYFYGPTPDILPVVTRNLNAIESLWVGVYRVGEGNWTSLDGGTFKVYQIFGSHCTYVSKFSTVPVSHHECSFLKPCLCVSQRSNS
# Runt-SMMHC FRET = inhibitors of RUNX1 Runt–CBFb-SMMHC binding, primary screen, biochemical, FRET, Cerulean-Runt, Venus-CBFb-SMMHC, uHTS; hit rate 0.74% among 220,000; Runt-related transcription factor 1 (Homo sapiens) + Core-binding factor subunit beta …; Cerulean-Runt/Venus-CBFb-SMMHC FRET ratio 530/480, 1 h; inhibition, % at 20 µM;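 active means mean inhibition across duplicate retests at 20 µM reaching about 50%, limit read from the data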;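 further: 0% = DMSO wells and 100% = wells with excess untagged CBFb-SMMHC; inhibitors lower the FRET ratio by blocking Runt binding to CBFb-SMMHC; some results filed as inactive read as strong as hits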
# Tb hexokinase = Trypanosoma brucei hexokinase 1 inhibitors, primary screen, biochemical, G6PDH-coupled NADH absorbance, MLSCN library; inhibition, % at 10 µM; hit rate 0.11% among 220,000; recombinant TbHK1, G6PDH-coupled NADH A340;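 active means inhibition of 50% or more in the single-dose primary screen; inactive means inhibition below 50%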
# Runt-CBFb FRET = inhibitors of RUNX1 Runt–CBFb binding, primary screen, biochemical, FRET, Cerulean-Runt, Venus-CBFb, uHTS; Runt-related transcription factor 1 (Homo sapiens) + Core-binding factor subunit beta …; Cerulean-Runt/Venus-CBFb FRET ratio 530/480, 1 h; inhibition, % at 20 µM; hit rate 0.46% among 220,000;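 active means inhibition over about 50% at 20 µM in the single-dose screen, limit read from the data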;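 further: 0% = DMSO wells and 100% = excess unlabeled CBFb competitor control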
#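 test system = Cerulean-Runt domain fusion protein, energy donor | probe or stimulus = Venus-CBFb binding partner, 100 nM | incubation = two 1 h room-temperature incubations shielded from light | detection = fluorescence energy transfer, 422 nm excitation, 530/480 nm emission | measure = loss of energy transfer signal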
# Calpain2 inh = inhibitors of pig calpain II, primary screen, biochemical, fluorogenic peptide substrate, 1536-well; purified calpain II, 30 min; inhibition, % at 16 µM; hit rate 0.37% among 220,000; AID 1236, 2008;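 active means inhibition above about 50%, limit read from the data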
# Furin inhibitor = human furin inhibitors, primary screen, biochemical, fluorescence intensity; hit rate 0.061% among 220,000; purified furin, fluorogenic substrate cleavage; P09958; inhibition, % at 30 µM; in the data active means inhibition above about 25%; further: inactives centre near -15
# Target sequence (P09958 108-714 limits assumed): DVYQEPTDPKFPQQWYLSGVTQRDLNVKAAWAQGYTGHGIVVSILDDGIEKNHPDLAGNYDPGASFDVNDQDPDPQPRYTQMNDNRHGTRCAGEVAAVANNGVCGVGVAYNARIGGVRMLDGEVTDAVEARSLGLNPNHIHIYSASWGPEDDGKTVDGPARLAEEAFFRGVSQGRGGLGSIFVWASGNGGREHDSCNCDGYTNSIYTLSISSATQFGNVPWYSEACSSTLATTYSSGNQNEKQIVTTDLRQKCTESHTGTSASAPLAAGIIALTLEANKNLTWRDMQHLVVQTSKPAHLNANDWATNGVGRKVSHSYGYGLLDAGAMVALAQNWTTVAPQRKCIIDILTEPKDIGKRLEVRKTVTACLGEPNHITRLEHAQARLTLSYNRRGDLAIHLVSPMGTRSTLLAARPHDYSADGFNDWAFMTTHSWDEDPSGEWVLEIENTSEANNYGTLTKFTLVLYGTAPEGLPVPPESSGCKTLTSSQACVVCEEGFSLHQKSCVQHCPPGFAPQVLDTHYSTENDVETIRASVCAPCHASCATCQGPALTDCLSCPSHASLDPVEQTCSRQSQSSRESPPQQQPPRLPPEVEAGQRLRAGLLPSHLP
# RBBP9 inhibitor = human RBBP9 inhibitors, primary screen, biochemical, fluorescence polarization, FP-Rh probe, HTS; hit rate 0.2% among 220,000; recombinant RBBP9; inhibition, % at 7.94 µM; AID 1515, 2009;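 active means inhibition above the campaign mean of all tested compounds plus 3 SD, cut at about 14% in these data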;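 further: plate controls were DMSO wells with RBBP9 for no effect and wells lacking RBBP9 protein for full effect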
# Target sequence (O75884 whole entry, looked up): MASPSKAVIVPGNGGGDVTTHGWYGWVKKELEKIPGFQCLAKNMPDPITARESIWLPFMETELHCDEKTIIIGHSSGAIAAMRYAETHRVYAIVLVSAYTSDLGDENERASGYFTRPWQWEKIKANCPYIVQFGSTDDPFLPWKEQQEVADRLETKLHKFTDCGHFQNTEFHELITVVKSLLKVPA
#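 System: RBBP9 protein / Quantity: 2.5 µM RBBP9 dispensing solution, before mixing / Also added: Serine-hydrolase probe FP-Rh, 375 nM pre-mixing / Dosing: 7.94 µM single dose, 0.794% DMSO / Timing: enzyme-compound preincubation 30 min, then probe labeling 45 min, 25 °C / Signal: FP readout at 525/598 nm / Controls: DMSO-treated enzyme wells and wells lacking RBBP9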
# p47phox inh = p47phox/p22phox peptide binding inhibitors, primary screen, biochemical, uHTS, NADPH oxidase regulatory subunit; fluorescence polarization, 2 h; hit rate 0.53% among 220,000; Neutrophil cytosol factor 1 (Homo sapiens), P14598; inhibition, % at 24.7 µM;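 active means inhibition above about 30%, limit read from the data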;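 further: 0% = p47phox with labelled peptide and 100% = labelled peptide alone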
# * hit, by the source's call; i = inactive; x = not tested or not shown; [ ] = another dose, or the depositor's remark. Compounds as they come. About 2.7% of those tested had a hit in this group.
nr	compound	Tb hexokinase	RBBP9 inhibitor	Runt-CBFb FRET	p47phox inh	Runt-SMMHC FRET	p97 inhibitor	Furin inhibitor	Calpain2 inh	EBV gp42 block
1	O=C(CN1C(=O)C2(OCCCO2)c2ccccc21)NCCc1ccccc1	2	2	2	-6	-1	2	1	-8	-14
2	CC(=O)c1cc(C(=O)c2ccccc2)sc1Nc1ccccc1	-7	-5	4	-1	14	-7	-7	42	9
3	O=C1c2cccc3c([N+](=O)[O-])ccc(c23)C(=O)N1c1ccc(Cl)cn1	-6	-7	-9	13	-31	6	-14[20 µM]	i	80*
4	COC(=O)c1ccccc1NC(=O)CNC(=O)c1ccc(OC)cc1	0	-5	-42	-3	2	1	-16	-4	-22
5	O=C(COC(=O)c1cccnc1Cl)Nc1ccccc1OC(F)F	-1	-5	0	-21	1	0	-17	-14	-14
6	O=c1c2c3c(sc2n(CCN2CCCCC2)c(=O)n1Cc1ccco1)CCCCC3	-5	5	-3	-33	0	-1	-13[20 µM]	23	-5
7	CCOC(=O)C1CCN(C(=O)c2ccc(N(C)S(C)(=O)=O)cc2)CC1	-9	-5	3	-4	4	6	-16[20 µM]	-18	-25
8	O=C(NCCO)C(O)C(O)C(=O)NCCO (stereo not given)	1	8	1	-12	-3	9	-41	-34	-23
9	COc1cccc(CC(NC(C)=O)C(=O)NC2CCN(S(=O)(=O)c3ccc(F)cc3)CC2)c1OC (stereo not given)	-2	-9	x	0	x	-3	-21	-27	-15
10	Cn1c(SCc2c(Cl)cccc2Cl)nc(C(F)(F)F)cc1=O	-2	3	-2	-16	2	6	-14[20 µM]	-1	-23

# More records:
nr	compound	Tb hexokinase	RBBP9 inhibitor	Runt-CBFb FRET	p47phox inh	Runt-SMMHC FRET	p97 inhibitor	Furin inhibitor	Calpain2 inh	EBV gp42 block
11	Cc1onc(-c2ccccc2)c1C(=O)Nc1ccc(Cl)cn1	-1	1	1	-8	2	3	-17	-3	-18
12	Cc1noc(C)c1COC(=O)CCCNC(=O)c1ccc(Cl)cc1	12	-2	-1	-7	-2	2	-26	4	-3
13	COc1ccc(CCNC(=O)C2CCN(c3ccc(N4CCOCC4)nn3)CC2)c(OC)c1	-9	-3	7	-1	12	-4	-19	-443	-6
14	CCn1c(SCC(=O)Nc2cccc(NC(=O)c3ccco3)c2)nnc1-c1cccs1	-5	-2	1	-5	-6	4	-3	22	-4
15	C=CCN1CC(O)=C(c2nc3ccccc3[nH]2)C1=N	-2	1	2	-4	-6	9	-18	-3	-2
16	Cc1ccccc1C(=O)NCC(=O)Nc1ccccc1C(F)(F)F	-2	-2	1	-4	-11	0	-18	16	-8
17	CC(C)CN1CN(S(=O)(=O)c2cccs2)c2nc3ccccc3nc21	-21	-2	0	-10	2	-10	-7	-9	1
18	CC(=O)Nc1ccc(/C(C)=N/NS(=O)(=O)c2ccc(C)cc2)cc1	-5	-3	-3	-1	-2	-2	-19[20 µM]	24	1
19	COc1ccc(C2c3ccc(O)cc3Oc3ncn4nc(-c5ccncc5)nc4c32)cc1OC (stereo not given)	-14	-3	6	-31	12	10	-21	-10	-5
20	COc1cc(NC(=O)CN2c3cccc4cccc(c34)S2(=O)=O)cc(OC)c1OC	0	1	0	-12	-9	3	17[20 µM]	-89	-12

# Random excerpt: seven records from the list
nr	compound	Tb hexokinase	RBBP9 inhibitor	Runt-CBFb FRET	p47phox inh	Runt-SMMHC FRET	p97 inhibitor	Furin inhibitor	Calpain2 inh	EBV gp42 block
11	Cc1onc(-c2ccccc2)c1C(=O)Nc1ccc(Cl)cn1	-1	1	1	-8	2	3	-17	-3	-18
14	CCn1c(SCC(=O)Nc2cccc(NC(=O)c3ccco3)c2)nnc1-c1cccs1	-5	-2	1	-5	-6	4	-3	22	-4
16	Cc1ccccc1C(=O)NCC(=O)Nc1ccccc1C(F)(F)F	-2	-2	1	-4	-11	0	-18	16	-8
17	CC(C)CN1CN(S(=O)(=O)c2cccs2)c2nc3ccccc3nc21	-21	-2	0	-10	2	-10	-7	-9	1
13	COc1ccc(CCNC(=O)C2CCN(c3ccc(N4CCOCC4)nn3)CC2)c(OC)c1	-9	-3	7	-1	12	-4	-19	-443	-6
18	CC(=O)Nc1ccc(/C(C)=N/NS(=O)(=O)c2ccc(C)cc2)cc1	-5	-3	-3	-1	-2	-2	-19[20 µM]	24	1
19	COc1ccc(C2c3ccc(O)cc3Oc3ncn4nc(-c5ccncc5)nc4c32)cc1OC (stereo not given)	-14	-3	6	-31	12	10	-21	-10	-5

# The list goes on:
nr	compound	Tb hexokinase	RBBP9 inhibitor	Runt-CBFb FRET	p47phox inh	Runt-SMMHC FRET	p97 inhibitor	Furin inhibitor	Calpain2 inh	EBV gp42 block
21	Cc1ccc2oc(-c3cccc(NC(=O)c4cc(-n5cnnc5)ccc4Cl)c3)nc2c1	-11	-3	-6	-45	-3	-4	-27[20 µM]	-83	-7
22	Cc1cc(-c2[nH]nc3c2C(c2ccc(Cl)cc2)C(C#N)=C(N)O3)c(C)s1 (stereo not given)	-2	-1	-1	-7	2	-1	-17[20 µM]	10	-5
23	O=[N+]([O-])c1ccc(CN2CCN(Cc3c[nH]c4ccccc34)CC2)cc1	-4	-2	0	3	2	3	-19	30	-10
24	CCc1ccc(C(=O)CSc2nc3ccccc3c(=O)[nH]2)cc1	0	-5	-2	-9	6	2	-19[20 µM]	-28	-7
25	CCOC(=O)CSC1=Nc2ccccc2C2=NC(CC(=O)NCc3ccccc3)C(=O)N12 (stereo not given)	-18	-5	-2	-5	-1	3	-26	-85	-19
26	COc1ccc(C(CC(=O)O)NC(C)=O)cc1OC (stereo not given)	2	0	-1	-3	1	-3	0	-1	7
27	Cc1ccc(Oc2nc3c(c(=O)n(C)c(=O)n3C)n2C)cc1C	-7	0	1	-2	-1	-3	-18	-10	-1
28	CCOC(=O)c1cn(CC)c2cc(N3CCSCC3)c(F)cc2c1=O	-10	5	2	-7	0	3	-25	-148	-14
29	CC(=O)Nc1sc2c(c1C(c1ccncc1)N1CCOCC1)CCCC2 (stereo not given)	6	-9	1	5	-3	-4	-11	21	3
30	CN(C)S(=O)(=O)c1ccc2c(c1)c(=O)c(C(=O)N1CCOCC1)cn2C	-30	-2	0	-3	-2	0	-9	-5	3

# (further entries)
nr	compound	Tb hexokinase	RBBP9 inhibitor	Runt-CBFb FRET	p47phox inh	Runt-SMMHC FRET	p97 inhibitor	Furin inhibitor	Calpain2 inh	EBV gp42 block
31	Cn1c(N)c(C(=O)COC(=O)/C=C/c2ccc(OC(F)F)cc2)c(=O)n(C)c1=O	-1	-4	-9	3	-5	1	-15	-16	4
32	CN1CCN(CCNC(=O)Nc2ccccc2C(F)(F)F)CC1	-3	-3	-2	-11	8	2	-19	-5	-20
33	N#C/C(C(=O)NCc1ccccc1)=C1/N=C(NC(=O)c2ccco2)c2ccccc21	-30	-5	1	-80	-45	2	-15	-29	6
34	CC(=O)c1ccc(OC(=O)c2ccc(-n3nc(C)cc3C)cc2)cc1	-1	-2	1	-9	-2	0	-34	-30	-6
35	O=C(COc1cccc(NC(=O)c2ccco2)c1)c1ccccc1	4	-4	-2	4	0	7	-20	14	-4
36	O=C(O)c1ccc2c(c1)N(Cc1ccc(F)cc1)C(=O)c1ccccc1S2	-5	-7	-1	-2	0	1	-22	-26	5
37	CCOC(=O)c1cccc(NC(=O)c2cc3sccc3n2C)c1	-1	-13	-1	-17	4	3	-19	32	-1
38	Cc1ccc2cccc(Oc3nnnn3-c3ccccc3)c2n1	-4	-5	-1	-6	1	1	-14	-9	-7
39	CCOC(=O)/C=C/S(=O)(=O)c1ccc(NC(C)=O)cc1	2	-2	11	-9	12	9	-14[20 µM]	-8	-14
40	OC(c1nc2ccccc2[nH]1)C(O)C(O)C(O)c1nc2ccccc2[nH]1 (stereo not given)	-2	0	0	-7	0	5	-14	-16	-15

# Records above that bear a hit mark in EBV gp42 block:
nr	compound	Tb hexokinase	RBBP9 inhibitor	Runt-CBFb FRET	p47phox inh	Runt-SMMHC FRET	p97 inhibitor	Furin inhibitor	Calpain2 inh	EBV gp42 block
3	O=C1c2cccc3c([N+](=O)[O-])ccc(c23)C(=O)N1c1ccc(Cl)cn1	-6	-7	-9	13	-31	6	-14[20 µM]	i	80*

# (listing goes on)
nr	compound	Tb hexokinase	RBBP9 inhibitor	Runt-CBFb FRET	p47phox inh	Runt-SMMHC FRET	p97 inhibitor	Furin inhibitor	Calpain2 inh	EBV gp42 block
41	CC[n+]1ccc(/C=C2\Sc3ccccc3N2CCCS(=O)(=O)[O-])c2ccccc21	7	-4	-16	-29	-1	-5	0	0	-29
42	C=C1SC(Nc2c(C)cccc2C)=NC12CCCCC2	4	0	2	-9	0	-2	-7	-3	-6
43	CCC(=O)c1ccc(OCC(=O)NC2(C#N)CCCCC2)cc1	-5	-6	-3	-9	2	2	-33	-13	-31
44	CCN1CCCC1CN(Cc1cc2ccc(C)cc2[nH]c1=O)C(=S)Nc1ccc(F)cc1 (stereo not given)	-12	-5	x	-9	x	5	-5	-18	-15
45	Cn1c(=O)n(C)c(=O)n(CC(=O)N2CCCCC2)c1=O	0	-7	1	-5	-6	-1	-12[20 µM]	-19	-27
46	COc1ccc(N2C(=O)C(=O)/C(=C(/O)c3ccc(C)cc3)C2c2cccnc2)cc1 (stereo not given)	-20	-3	2	-12	-5	2	-10	7	-9
47	Cc1ccc(N/N=C2\COC(C)(C)CC2=O)cc1	-20	-5	1	-3	-6	8	0	-9	-24
48	CN1CCN(NC(=O)c2cccc3ccccc23)CC1	-2	-7	-1	-12	-2	0	-18	17	-10
49	Cc1ccc(C(=O)Nc2cccc(C(F)(F)F)c2)cc1NC(=O)c1nccnc1N	-17	x	1	0	6	x	-25	-49	-6
50	CC1=NOC(=O)/C1=C/c1ccc(N(C)C)cc1	-11	2	-12	181*	-25	-8	-9[20 µM]	19	3

# Continued:
nr	compound	Tb hexokinase	RBBP9 inhibitor	Runt-CBFb FRET	p47phox inh	Runt-SMMHC FRET	p97 inhibitor	Furin inhibitor	Calpain2 inh	EBV gp42 block
51	CCCCNC(=O)c1ccccc1Cl	1	12	-1	-8	0	0	-13[20 µM]	-13	-13
52	CCN(CC)CCNc1ncnc2c1sc1nc(N3CCOCC3)c3c(c12)CC(C)(C)SC3	-8	2	-2	-15	4	-2	7[20 µM]	-108	-17
53	CCOc1ccc(-n2cc(C(=O)N3CCCCCC3)c3cc(OC)c(OC)cc3c2=O)cc1	27	-8	-6	-29	0	-5	-13	-25	-10
54	CSCCCNC(=S)N(C)CC(=O)Nc1ccc(C)cc1	7	-8	3	0	-4	-1	-11	22	-6
55	CSC1=NCCN1C(=O)Cc1ccc(F)cc1	-4	-8	2	0	-1	3	-39	15	-7
